Screening results deposited in PubChem BioAssay by Dana-Farber Cancer Institute and Novartis Institutes for BioMedical Research (Cambridge, Mass).
USP10 inh – blocks human USP10 ubiquitin-rhodamine cleavage. Q14694. purified USP10, Ub-rhodamine fluorescence, 60 min. inhibition, % at 20 µM. 47,000 compounds, 1.1% hits. AID 1645856
Target sequence (Q14694 whole entry, looked up): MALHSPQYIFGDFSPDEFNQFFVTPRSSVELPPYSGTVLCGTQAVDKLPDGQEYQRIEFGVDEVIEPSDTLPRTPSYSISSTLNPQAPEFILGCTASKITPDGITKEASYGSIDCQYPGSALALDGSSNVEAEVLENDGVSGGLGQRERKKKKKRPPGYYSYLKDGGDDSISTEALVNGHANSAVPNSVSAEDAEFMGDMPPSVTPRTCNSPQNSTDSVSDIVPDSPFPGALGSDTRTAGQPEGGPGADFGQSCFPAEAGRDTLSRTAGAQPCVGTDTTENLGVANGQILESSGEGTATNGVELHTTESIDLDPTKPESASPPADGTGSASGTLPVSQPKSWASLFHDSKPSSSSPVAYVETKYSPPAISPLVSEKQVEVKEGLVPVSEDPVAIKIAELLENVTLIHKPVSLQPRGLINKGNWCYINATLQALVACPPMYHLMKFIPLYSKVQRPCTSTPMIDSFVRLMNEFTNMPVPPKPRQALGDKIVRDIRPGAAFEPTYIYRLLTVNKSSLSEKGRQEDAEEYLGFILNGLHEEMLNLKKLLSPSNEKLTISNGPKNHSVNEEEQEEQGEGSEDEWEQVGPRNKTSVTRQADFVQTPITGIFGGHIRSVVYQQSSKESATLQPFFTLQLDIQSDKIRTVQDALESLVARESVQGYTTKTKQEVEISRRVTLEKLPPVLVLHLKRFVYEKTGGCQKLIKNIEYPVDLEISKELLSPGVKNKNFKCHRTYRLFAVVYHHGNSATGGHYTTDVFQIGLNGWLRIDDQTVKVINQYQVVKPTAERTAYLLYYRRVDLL
USP8 block – human USP8 deubiquitinase inhibition | 47,000 compounds, 4.2% hits | purified USP8, Ub-rhodamine cleavage fluorescence, 30 min | AID 1645853 | inhibition, % at 20 µM | P40818
OTUD3 inh – human OTUD3 deubiquitinase inhibition; AID 1645858; Q5T2D3; inhibition, % at 25 µM; 47,000 compounds, 0.7% hits; purified OTUD3, Ub-rhodamine fluorescence, 2 h
UCHL1 inh – inhibitors of human UCHL1 deubiquitinase; purified UCHL1, Ub-rhodamine cleavage fluorescence; 47,000 compounds, 0.2% hits; inhibition, % at 20 µM; AID 1645859; P09936
Target sequence (P09936 whole entry, looked up): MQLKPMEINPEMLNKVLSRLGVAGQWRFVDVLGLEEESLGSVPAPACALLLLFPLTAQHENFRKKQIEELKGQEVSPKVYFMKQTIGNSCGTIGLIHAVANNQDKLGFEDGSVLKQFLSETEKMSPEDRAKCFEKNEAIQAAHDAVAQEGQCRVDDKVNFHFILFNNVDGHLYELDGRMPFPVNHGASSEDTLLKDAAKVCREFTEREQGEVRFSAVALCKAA
USP7 inh – human USP7 deubiquitinase inhibition | Q93009 | purified USP7, Ub-rhodamine cleavage fluorescence | inhibition, % at 20 µM | 47,000 compounds, 0.3% hits | AID 1645854
USP30 block – human USP30 deubiquitinase inhibition; inhibition, % at 25 µM; Q70CQ3; AID 1645860; 47,000 compounds, 5.3% hits; purified USP30, Ub-rhodamine cleavage fluorescence
USP28 block – human USP28 deubiquitinase inhibition; Q96RU2; purified USP28, Ub-rhodamine cleavage fluorescence, 30 min; inhibition, % at 25 µM; 47,000 compounds, 3% hits; AID 1645857
USP17 block – blocks human USP17 ubiquitin-rhodamine cleavage. A8MUK1. purified USP17, Ub-rhodamine cleavage fluorescence, 3 h. inhibition, % at 50 µM. 47,000 compounds, 6.5% hits. AID 1645855
* marks the source's active call; other numbers are inactive results. No stated cut-off is given here; in the data, active means inhibition above about 30%; inactive means the rest.

For CC(=O)c1cccc(NC(=O)COC(=O)c2cccnc2Nc2cccc(C(F)(F)F)c2)c1 the results were USP10 inh 0, USP8 block 0, OTUD3 inh -5, UCHL1 inh -1, USP7 inh 2, USP30 block -22, USP28 block -1 and USP17 block -5.
For COc1ccc(/C=C/c2ccc(=O)n(Cc3ccccc3)n2)cc1 the results were USP10 inh -1, USP8 block 9, OTUD3 inh 9, UCHL1 inh 3, USP7 inh -2, USP30 block 16, USP28 block 13 and USP17 block 20.
`O=C(Cc1ccc2c(c1)CCO2)Nc1ccc(-c2cn3ccsc3n2)cc1` gave USP10 inh 4, USP8 block -12, OTUD3 inh -2, UCHL1 inh -3, USP7 inh -27, USP30 block 28, USP28 block 14 and USP17 block 36*.
For O=C(c1ccc(N2CCSc3ncccc32)s1)N1CCCCCC1 the results were USP10 inh -6, USP8 block -3, OTUD3 inh -8, UCHL1 inh 0, USP7 inh -6, USP30 block -17, USP28 block 0 and USP17 block 2.
O=C(NCc1ccc(N2CCOCC2)nc1)c1cc(Cl)ccc1F was read as USP10 inh -5, USP8 block -39, OTUD3 inh -21, UCHL1 inh -2, USP7 inh -2, USP30 block -92, USP28 block -24 and USP17 block -31.
Screening Cc1ccc(S(=O)(=O)CC(C)N2CCN(C3CCCCC3)CC2)cc1 (stereo not drawn) returned USP10 inh 0, USP8 block -21, OTUD3 inh -6, UCHL1 inh -3, USP7 inh 0, USP30 block 6, USP28 block -5 and USP17 block -10.
For Cc1c(C(=O)C(=O)N2CC(C)CC(C)C2)c2ccccc2n1C (stereo not drawn) the results were USP10 inh 0, USP8 block -5, OTUD3 inh -3, UCHL1 inh -2, USP7 inh -17, USP30 block -3, USP28 block -4 and USP17 block -8.
For Cc1ccc(NC(=O)COC(=O)C2(c3ccc(F)cc3)CCCC2)cc1C the results were USP10 inh 13, USP8 block 8, OTUD3 inh 2, UCHL1 inh 8, USP7 inh 8, USP30 block 9, USP28 block -8 and USP17 block 13.
Screening NC(N)=NCCC(=O)N1CCn2nc(-c3ccc4ccccc4c3)cc2C1 returned USP10 inh 1, USP8 block -173, OTUD3 inh 9, UCHL1 inh 3, USP7 inh -10, USP30 block 40*, USP28 block 45* and USP17 block -28.
Screening CCc1nc(N)n(CC(=O)N2CCCc3ccccc32)c(=O)c1C returned USP10 inh 0, USP8 block 22, OTUD3 inh 8, UCHL1 inh 1, USP7 inh 2, USP30 block 54*, USP28 block 18 and USP17 block 76*.
COc1ccc2nc(-n3nc(C)c4c3NC(=O)CC4c3c(F)cccc3F)sc2c1 (stereo not drawn) was read as USP10 inh 7, USP8 block 0, OTUD3 inh 10, UCHL1 inh 0, USP7 inh -1, USP30 block 17, USP28 block -3 and USP17 block 7.
`Cc1ccc(C(=O)N2C[C@@H]3CCN(c4ncccn4)C[C@@H]3C2)cc1` gave USP10 inh -4, USP8 block -17, OTUD3 inh 2, UCHL1 inh -34, USP7 inh -33 and USP17 block -126.
CC1(C)Cc2nc(N3CCCC3)ncc2C(NC(=O)C2CCCCC2)C1 (stereo not drawn) was read as USP10 inh -2, USP8 block -49, OTUD3 inh -18, UCHL1 inh -12, USP7 inh -12, USP30 block -107, USP28 block -28 and USP17 block -35.
Screening CC(=O)Nc1ccc(-c2nc(Cn3nc(C)cc3C)c(C)o2)cc1 returned USP10 inh -1, USP8 block -5, OTUD3 inh 0, UCHL1 inh -5, USP7 inh 0, USP30 block -22, USP28 block -15 and USP17 block -16.
`Cc1ccccc1NC(=O)CSc1nc(-c2ccccc2)nc2c1COC(C)(C)C2` gave USP10 inh -2, USP8 block 2, OTUD3 inh 5, UCHL1 inh 0, USP7 inh -1, USP30 block -1, USP28 block 1 and USP17 block 3.
O=C(c1cnc2oc3ccccc3c2c1)c1ccccc1O was read as USP10 inh -2, USP8 block 10, OTUD3 inh 5, UCHL1 inh 1, USP7 inh 1, USP30 block -3, USP28 block 11 and USP17 block 12.
Screening Cc1ccc(NC(=O)CCC(=O)N2CC(C)Sc3ccccc32)cc1Cl (stereo not drawn) returned USP10 inh -5, USP8 block 12, OTUD3 inh 4, UCHL1 inh 4, USP7 inh -25, USP30 block -6, USP28 block 1 and USP17 block -2.
CCc1cccc(NC(=O)C2CCCN(c3cc(=O)n(C)c(=O)n3C)C2)c1 (stereo not drawn) was read as USP10 inh 1, USP8 block -5, OTUD3 inh -6, UCHL1 inh -3, USP7 inh -2, USP30 block -10, USP28 block -10 and USP17 block 0.
For CC1Cc2ccccc2N1S(=O)(=O)c1cccc(C(=O)OCC(=O)Nc2ccc3c(c2)OCO3)c1 (stereo not drawn) the results were USP10 inh 8, USP8 block 37*, OTUD3 inh 1, UCHL1 inh 1, USP7 inh 7, USP30 block -57, USP28 block 8 and USP17 block -3.
`COc1cccc([C@H]2C[C@@](O)(CNC(=O)c3ncccc3C)[C@H](O)[C@@H](C)O2)c1` gave USP10 inh -2, USP8 block 16, OTUD3 inh 12, UCHL1 inh 1, USP7 inh 4, USP30 block 23, USP28 block 6 and USP17 block 13.

7 compounds already listed, arranged by heavy-atom count, largest number first.
For CC1Cc2ccccc2N1S(=O)(=O)c1cccc(C(=O)OCC(=O)Nc2ccc3c(c2)OCO3)c1 (stereo not drawn) the results were USP10 inh 8, USP8 block 37*, OTUD3 inh 1, UCHL1 inh 1, USP7 inh 7, USP30 block -57, USP28 block 8 and USP17 block -3.
COc1ccc2nc(-n3nc(C)c4c3NC(=O)CC4c3c(F)cccc3F)sc2c1 (stereo not drawn) was read as USP10 inh 7, USP8 block 0, OTUD3 inh 10, UCHL1 inh 0, USP7 inh -1, USP30 block 17, USP28 block -3 and USP17 block 7.
`COc1cccc([C@H]2C[C@@](O)(CNC(=O)c3ncccc3C)[C@H](O)[C@@H](C)O2)c1` gave USP10 inh -2, USP8 block 16, OTUD3 inh 12, UCHL1 inh 1, USP7 inh 4, USP30 block 23, USP28 block 6 and USP17 block 13.
CCc1cccc(NC(=O)C2CCCN(c3cc(=O)n(C)c(=O)n3C)C2)c1 (stereo not drawn) was read as USP10 inh 1, USP8 block -5, OTUD3 inh -6, UCHL1 inh -3, USP7 inh -2, USP30 block -10, USP28 block -10 and USP17 block 0.
Screening Cc1ccc(NC(=O)CCC(=O)N2CC(C)Sc3ccccc32)cc1Cl (stereo not drawn) returned USP10 inh -5, USP8 block 12, OTUD3 inh 4, UCHL1 inh 4, USP7 inh -25, USP30 block -6, USP28 block 1 and USP17 block -2.
Screening CCc1nc(N)n(CC(=O)N2CCCc3ccccc32)c(=O)c1C returned USP10 inh 0, USP8 block 22, OTUD3 inh 8, UCHL1 inh 1, USP7 inh 2, USP30 block 54*, USP28 block 18 and USP17 block 76*.
O=C(c1cnc2oc3ccccc3c2c1)c1ccccc1O was read as USP10 inh -2, USP8 block 10, OTUD3 inh 5, UCHL1 inh 1, USP7 inh 1, USP30 block -3, USP28 block 11 and USP17 block 12.

The results go on:
Screening O=C(Nc1cccnc1)C1CCCN(c2ncnc3nc[nH]c23)C1 (stereo not drawn) returned USP10 inh 4, USP8 block 2, OTUD3 inh 0, UCHL1 inh -3, USP7 inh 2, USP30 block 0, USP28 block -2 and USP17 block -1.
Screening CCC(C)C1NC(=O)C(N)Cc2ccc(OC)c(c2)-c2cc3cc(c2O)Oc2ccc(cc2)CC(C(=O)O)NC(=O)C(C3)NC1=O (stereo not drawn) returned USP10 inh -9, USP8 block -29, OTUD3 inh -10, UCHL1 inh -5, USP7 inh -6, USP30 block -39, USP28 block -7 and USP17 block -10.
Cn1cc(C(=O)Nc2cc(F)ccc2F)c2[nH]c(=O)n(Cc3ccccc3)c(=O)c21 was read as USP10 inh 16, USP8 block -4, OTUD3 inh -16, UCHL1 inh -2, USP7 inh 0, USP30 block -82, USP28 block -25 and USP17 block -15.
For Cc1cnc(NC(=O)c2cc3cc(Cl)ccc3o2)s1 the results were USP10 inh 7, USP8 block 46*, OTUD3 inh 7, UCHL1 inh 1, USP7 inh 7, USP30 block 22, USP28 block 3 and USP17 block 7.
Cc1ccsc1Cn1nccc1NC(=O)c1cccnc1SC(F)F was read as USP10 inh -2, USP8 block -27, OTUD3 inh -16, UCHL1 inh -2, USP7 inh -44, USP30 block -22, USP28 block -5 and USP17 block -27.
`Cc1ccc(Cn2cc(SCC(=O)Nc3ccc(F)cc3F)c3ccccc32)cc1` gave USP10 inh 6, USP8 block 2, OTUD3 inh -43, UCHL1 inh 1, USP7 inh 6, USP30 block 22, USP28 block 6 and USP17 block 32*.
`CCOC(=O)c1ccc(N(C(=O)Cn2nnc3ccccc32)C(C(=O)NC(C)(C)C)c2cc(OC)c(OC)c(OC)c2)cc1` (stereo not drawn) gave USP10 inh 29, USP8 block -16, OTUD3 inh 15, UCHL1 inh -1, USP7 inh 0, USP30 block 30, USP28 block 8 and USP17 block 30*.
COc1cc(NS(=O)(=O)c2cc3c(cc2Cl)N(C(C)=O)CCO3)cc(OC)c1OC was read as USP10 inh 2, USP8 block -16, OTUD3 inh -6, UCHL1 inh 0, USP7 inh 0, USP30 block -18, USP28 block -13 and USP17 block -15.
Cc1noc(C)c1COc1cccc(C(=O)NC(C)c2cc3ccccc3o2)c1 (stereo not drawn) was read as USP10 inh -1, USP8 block 0, OTUD3 inh -1, UCHL1 inh 4, USP7 inh 4, USP30 block -6, USP28 block 0 and USP17 block 2.
COc1ccc(-c2nc3cccnc3n2C2CCN(C(=O)NC(C)C)C2)cc1 (stereo not drawn) was read as USP10 inh -2, USP8 block 1, OTUD3 inh 3, UCHL1 inh -2, USP7 inh 2, USP30 block 12, USP28 block 5 and USP17 block 4.
CCOC(=O)N1CCN(C(=O)c2ccc(NCc3ccccc3Cl)c(S(=O)(=O)Nc3cccc(OC)c3)c2)CC1 was read as USP10 inh 25, USP8 block 14, OTUD3 inh 0, UCHL1 inh 7, USP7 inh 13, USP30 block -13, USP28 block 2 and USP17 block 0.
`O=C(NCc1ccccc1)c1nc(CS(=O)(=O)c2ccc(Cl)cc2)no1` gave USP10 inh 0, USP8 block -1, OTUD3 inh 2, UCHL1 inh 0, USP7 inh -1, USP30 block -33, USP28 block 8 and USP17 block -8.
COc1ccc(C2CC(=O)c3c(oc(C(=O)OC(C)C)c3C)C2)cc1OC (stereo not drawn) was read as USP10 inh -1, USP8 block -1, OTUD3 inh -1, UCHL1 inh 0, USP7 inh -22, USP30 block -2, USP28 block -3 and USP17 block -2.
`Cc1c(OCC(=O)NCC(=O)N2CCC3(O)CCCCC3C2)ccc2c3c(c(=O)oc12)CCCC3` (stereo not drawn) gave USP10 inh -4, USP8 block 1, OTUD3 inh 41*, UCHL1 inh -1, USP7 inh -4, USP30 block 7, USP28 block -6 and USP17 block 5.
For O=C(c1cnc2ccc(Cl)cc2c1S(=O)(=O)c1ccccc1)N1CCCCC1 the results were USP10 inh -2, USP8 block -4, OTUD3 inh 5, UCHL1 inh 0, USP7 inh -3, USP30 block -1, USP28 block 3 and USP17 block -1.
COc1ccc(NC(C)=O)cc1S(=O)(=O)Nc1ccccc1Oc1cccc(C)c1 was read as USP10 inh 1, USP8 block 14, OTUD3 inh 0, UCHL1 inh 4, USP7 inh -14, USP30 block -60, USP28 block 0 and USP17 block -19.
Screening CN(C)CCCN(C(=O)c1ccco1)c1nc2ccc(F)cc2s1 returned USP10 inh 1, USP8 block 2, OTUD3 inh 3, UCHL1 inh 4, USP30 block 4, USP28 block 8 and USP17 block 3.
For CC(C)c1ncc(CN2CCC(C3CC=CCN(CCc4ccccc4)C3=O)CC2)cn1 (stereo not drawn) the results were USP10 inh -1, USP8 block -13, OTUD3 inh -25, UCHL1 inh -6, USP7 inh -9, USP30 block -91, USP28 block -31 and USP17 block -27.
Cc1ccnc(N2CCCC(C(=O)Nc3ccc4c(c3)CCC4)C2)n1 (stereo not drawn) was read as USP10 inh 9, USP8 block -3, OTUD3 inh -7, UCHL1 inh -5, USP7 inh 0, USP30 block -57, USP28 block -10 and USP17 block -13.
